Abeta yeast res – restores growth of yeast expressing A-beta42 peptide; yeast expressing A-beta42, growth rescue, OD600, 48 h; response scale: 0% DMSO, 100% iron-clioquinol control; Potency, µM (titrated, usually from 46.1 µM), inactives show at the highest dose growth rescue, usual class: activators; hit rate 0.063% among 410,000; AID 1347071; also: nearly all actives have a fitted effect of over 55% in size
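Yeast A-beta toxicity model in growth medium with pinned compounds, 48 h at 30 C; growth read as absorbance at 600 nm. Normalized to FeCl3/clioquinol equimolar mix (positive) and DMSO (negative).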
FUS yeast rescue – suppressors of FUS proteinopathy in yeast | Potency, µM (doses to about 76.6 µM), for the others: at the top dose growth rescue (activation), usual class: activators | AID 1347120 | hit rate 0.24% among 390,000 | S. cerevisiae FUS-expressing, growth rescue, OD600, 24 h;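 also: plate controls were DMSO vehicle for no effect and reference control for full effect; nearly all actives have a fitted effect of over 55% in size; some results filed as inactive show a strong effect at the top dose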
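Cultures pregrown in 2.5% raffinose medium are shifted to minimal medium containing 2% galactose to express toxic FUS. Compounds are tested at several concentrations. After 24hr at 30C, growth is quantified at 600 nm absorbance.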
Starred values were filed as active, the others as inactive; ? = inconclusive; [ ] = remark or other dose. Calls follow the shape of the dose curve; as a rule, active = well fitted activation curve with a large enough effect; inconclusive = small, poorly fitted or top-dose-only effect; inactive = no such curve, though single readings can be large or run the other way. Potency is read from the fitted curve at half-maximal effect. The list is partial; count on the stated rates, not on these rows.

# | compound | Abeta yeast res | FUS yeast rescue
1 | COc1cccc(C(=O)Nc2ccc3nc(N4CCC(C)CC4)cc(C)c3c2)c1 | -17% | 22%
2 | Cc1ccc(C(=O)c2cn(Cc3ccc(F)cc3)c3nc(C)ccc3c2=O)cc1 | -8% | 38%
3 | CC(=O)c1cccc(NC(=O)Cn2nc(C)n3cccc3c2=O)c1 | -18% | 2%
4 | COc1ccc(CCNC(=O)CSc2nc(-c3ccc(F)cc3)cc(C(F)(F)F)n2)cc1OC | -9% | 21%
5 | COc1ccc(Cl)cc1NC(=O)c1c(NCc2ccc(C)o2)sc2c1CCCCC2 | -15% | ?
6 | COc1cc(/C=C(\C#N)c2nc3ccccc3[nH]2)cc(Cl)c1OCc1ccccc1Cl | -8% | -1%
7 | CCC(=O)N1CCc2cc(Br)cc(S(=O)(=O)NCCc3cccc(C)c3)c21 | -13% | 5%
8 | O=C(Cn1c(=O)n(Cc2ccccc2)c(=O)c2oc3ccccc3c21)Nc1ccc(Cl)cc1 | 1% | -1%
9 | COc1ccc(OC)c(NC(=O)CSC2=Nc3ccccc3C3=NC(CC(=O)NCCc4ccccc4)C(=O)N23)c1 (stereo not drawn) | 8% | ?
10 | CCN(C(=O)c1cnc(N2CCOCC2)c2ccccc12)c1cc(C)ccc1C | -9% | 5%
11 | CCCCN(C)C(=O)CN1C(=O)CCn2nc(-c3cn(C)c4ccccc34)cc21 | -15% | 26%
12 | COC(=O)c1ccc(Nc2ncnc3c2cnn3C)cc1 | 0% | -2%
13 | Cc1ccc(-c2nnc(Nc3cccc(O)c3)c3ccccc23)cc1S(=O)(=O)N1CCCCC1 | 5% | 15%
14 | COc1ccc(Cl)cc1NC(=O)CN1C(=O)CSc2ccc(S(=O)(=O)N3CCCC3)cc21 | -15% | ?
15 | CCOc1ccc(-n2nc3ccc(NC(=O)c4ccc(OC)c(Cl)c4)cc3n2)cc1 | -17% | -13%

Later entries:
# | compound | Abeta yeast res | FUS yeast rescue
16 | Cc1ccc(C2CC(=O)Nc3cc4c(cc32)OCCO4)cc1Br (stereo not drawn) | 8% | -4%
17 | O=C(CCC1N=C2c3ccccc3N=C(SCC(=O)Nc3ccc(F)cc3)N2C1=O)NCc1ccco1 (stereo not drawn) | -1% | -5%
18 | Cc1cc(NC(=O)c2cc(-c3ccc(Cl)cc3)on2)nn1Cc1ccc(Cl)cc1 | 4% | 4%
19 | COc1ccccc1N1CCN(C(=O)Cn2ncc3c(=O)oc4ccc(C)cc4c32)CC1 | 9% | -18%
20 | CCOc1ccc(NC(=O)Cn2c(=O)oc3cc(S(=O)(=O)NC4CCCC4)ccc32)cc1 | 4% | 23%
21 | CC(C)Oc1ccc(CNC(=O)C2CCN(C(=O)c3sccc3-n3cccc3)CC2)cc1 | -3% | 22%
22 | O=C(NC1CCCCCC1)c1ccc(CS(=O)c2cccc(Cl)c2)o1 (stereo not drawn) | -10% | 14%
23 | COc1ccc(Cn2c(C(=O)O)c(CNCCc3cccs3)c3ccc(OC)cc32)cc1 | -10% | ?
24 | Cc1[nH]n(-c2ccccc2)c(=O)c1C(c1cc(Cl)ccc1O)c1c(C)[nH]n(-c2ccccc2)c1=O | -16% | 35%
25 | Cc1c(CC(=O)NCCc2ccccc2F)c(=O)oc2c(C)c3occ(C(C)(C)C)c3cc12 | -7% | -11%
26 | COc1cccc(N2CCN(C(=O)C3CCC(CNS(=O)(=O)c4ccc(Br)s4)CC3)CC2)c1 (stereo not drawn) | -11% | 3%
27 | CCc1cc(C(=O)Nc2sc(C)c(CC)c2C#N)no1 | -1% | -6%
28 | Cc1ccc(C)c(N2CCN(C(=O)c3cc4c(=O)n(Cc5cccnc5)ccc4nc3C)CC2)c1 | 3% | 19%
29 | CCn1c(=O)c2sccc2n2c(CCCC(=O)Nc3ccc(Oc4ccccc4)cc3)nnc12 | -17% | -13%
30 | COc1ccc(Cl)cc1S(=O)(=O)Nc1ccc2[nH]c(=O)[nH]c2c1 | -15% | -6%

New compounds follow.
# | compound | Abeta yeast res | FUS yeast rescue
31 | Cc1ccc(NC(=O)CCS(=O)(=O)c2ccc3c(c2)oc(=O)n3C)c(Br)c1 | -27% | 26%
32 | CCc1ccc(-c2cc(C)no2)cc1S(=O)(=O)Nc1ccc(Cl)cc1 | -8% | ?
33 | COc1ccc(NC(=O)c2sc3nc(-c4cc5ccc(OC)cc5oc4=O)[nH]c(=O)c3c2C)cc1 | 1% | -17%
34 | CCc1cccc(C)c1NC(=O)CSc1nc(C)cc(C)c1C(=O)Nc1ccccc1 | 16% | 34%
35 | COc1cccc(C(=O)Nc2ccc3oc(-c4ccc5ccccc5c4)nc3c2)c1 | -13% | 0%
36 | COc1ccccc1CNC(=O)CSc1ncc2c(n1)-c1ccccc1N(Cc1ccc(C)cc1)S2(=O)=O | -10% | -7%
37 | CCN(C(=O)Cn1nc2c3cc(F)ccc3n(Cc3cccc(C)c3)cc-2c1=O)c1cccc(C)c1 | -3% | -19%
38 | Cc1ccnc(NS(=O)(=O)c2ccc(NC(=O)c3cc(=O)c4ccc(C)c(C)c4o3)cc2)n1 | -4% | -16%
39 | COc1ccc(C2=Nc3ccc(OC(F)(F)F)cc3NC(c3cccnc3)=N2)cc1 | 2% | 22%
40 | CC(=O)N1c2ccc(S(=O)(=O)N3CCC(C(=O)Nc4cccc(Cl)c4C)CC3)cc2CC1C (stereo not drawn) | 21% | -7%
41 | O=C(NCC(c1ccc2c(c1)OCO2)N1CCOCC1)C(=O)Nc1ccc(F)cc1F (stereo not drawn) | -11% | -3%
42 | O=C(COCc1cc(-c2cccs2)on1)N1CCN(c2cccc(Cl)c2)CC1 | 15% | 19%
43 | CN(C)S(=O)(=O)c1ccc(C(=O)N2CC(=O)Nc3ccc(Br)cc3C2c2ccc(F)cc2)cc1 (stereo not drawn) | 16% | ?
44 | O=C1C(=O)N(C2CCN(C(=O)c3ccccc3F)CC2)CCN1Cc1ccc(F)cc1 | -3% | -15%
45 | COc1ccc(OC)c2sc(N3CCN(C(=O)c4ccc5c(c4)CCCC5)CC3)nc12 | 2% | ?

Remaining list, next part.
# | compound | Abeta yeast res | FUS yeast rescue
46 | CCOc1ccc2nc(N3CCCC(C(=O)NCCc4ccc(Cl)cc4)C3)sc2c1 (stereo not drawn) | 4% | -27%
47 | CSCCC(NC(=O)C1CCCCC1)C(=O)Nc1ccc(F)c(Cl)c1 (stereo not drawn) | -11% | -11%
48 | Cc1ccc(-c2nc(CCNC(=O)C(=O)Nc3ccc(C)cc3C)cs2)cc1 | -8% | -7%
49 | CC(C)c1cc(C(=O)NCc2ccc(F)cc2)no1 | -11% | -21%
50 | Cc1cc(S(=O)(=O)Nc2ccc(C(=O)O)cc2)c(C)c(S(=O)(=O)c2ccc(Cl)cc2)c1 | 0% | 35%
51 | Cn1ccc2cc(S(=O)(=O)N3CCC(C(=O)NCCc4ccccc4)CC3)ccc21 | -2% | -1%
52 | Cc1ccc(NC(=O)c2cnc(SCC(=O)Nc3cc(C)on3)n(C)c2=O)cc1 | -3% | -8%
53 | Cc1ccc2c(=O)cc(C(=O)Nc3sc4c(c3C(=O)NCc3ccccc3)CCCC4)oc2c1C | 0% | -25%
54 | O=C(NCCc1ccccc1)c1cnc2sc(N3CCCC3)nn2c1=O | -10% | 10%
55 | CCOC(=O)c1cc(C)n(CC2CCC(C(=O)Nc3ccc(OC)cc3)CC2)c1C (stereo not drawn) | -1% | 8%
56 | CC(=O)Nc1ccccc1-c1nc2ccccc2n(CC(=O)Nc2cccc(C)c2C)c1=O | -4% | -13%
57 | Cc1ccc2onc(CC(=O)Nc3ccc(C(C)C)cc3)c2c1 | 12% | -3%
58 | Cc1ccc(-c2nc(N3CCCC(C)C3)c3ccccc3n2)cc1 (stereo not drawn) | -18% | -12%
59 | Cc1cccc(CNC(=O)CN2C(=O)CSc3c2c(C)nn3-c2ccccc2)c1 | -12% | -4%
60 | Cc1ccc(C)c(NC(=O)Cn2c(=O)nc(-c3ccccc3)c3ccccc32)c1 | 15% | 9%

(next part)
# | compound | Abeta yeast res | FUS yeast rescue
61 | CCOC(=O)c1c(S(=O)(=O)NCC(=O)Nc2ccc(C)c(Cl)c2)c(C)n(C)c1C | 3% | 34%
62 | Cc1ccc(C)c(N2CCN(C(=O)Cn3cnc4sc(C)c(S(=O)(=O)N5CCN(c6ncccn6)CC5)c4c3=O)CC2)c1 | -45%[inhibitor] | ?
63 | O=C(Nc1ccccc1C(=O)OCc1cc(=O)n2c3c(sc2n1)CCCC3)c1ccc(Cl)cc1 | -12% | 19%
64 | O=C(NCc1cccc(Cl)c1)c1cc2c(s1)-c1ccccc1SC2 | -3% | 19%
65 | COc1ccc(CCNc2nc(-c3ccccc3OC)cc(C(F)(F)F)n2)cc1OC | -15% | 5%
66 | COc1cccc(NC(=O)CSc2nnc(-c3cccc(OC)c3)o2)c1 | 5% | -13%
67 | CCCOc1ccc(C2C(=O)N(C3CCC(C)CC3)CC(=O)N2CCc2ccccc2)cc1OC (stereo not drawn) | -8% | -7%
68 | O=C(O)c1ccc2c(c1)N(Cc1ccc(F)cc1Cl)C(=O)c1ccccc1S2 | -4% | 29%
69 | COC(=O)c1ccccc1NC(=O)Cn1c(=O)n(-c2ccc(C)cc2)c(=O)c2ccccc21 | 16% | 7%
70 | CC(C)c1ccc2oc(-c3ccc(NC(=O)c4cccc(Br)c4)cc3)nc2c1 | -4% | 4%
71 | CC1(C)N=C(SCc2ccc(Cl)cc2)c2ccccc2N1 | 19% | -6%
72 | COc1ccc(Nc2cc(C)c3cc(NC(=O)c4cc(OC)cc(OC)c4)ccc3n2)cc1 | 14% | 32%
73 | COc1cc(NC(=O)CC(C)S(=O)(=O)c2cc3c4c(c2)CCN4C(=O)CC3)cc(OC)c1 (stereo not drawn) | -12% | 2%
74 | CC(C)c1ccc(NC(=O)C2CCCN(S(=O)(=O)c3ccc4[nH]c(=O)ccc4c3)C2)cc1 (stereo not drawn) | -1% | -10%
75 | CCOC(=O)C1CCCN(C(=O)c2ccc(C)c(NC(=O)c3nsc4ccccc34)c2)C1 (stereo not drawn) | -13% | ?

Following part:
# | compound | Abeta yeast res | FUS yeast rescue
76 | CCOc1ccc(CCNC(=O)CCc2c(C)nc3cc(-c4ccccc4OC)nn3c2C)cc1 | 0% | ?
77 | CCOC(=O)c1cccc(NC(=O)Nc2c(C)n(C)n(-c3ccccc3)c2=O)c1 | -3% | -16%
78 | Cc1nnc(NC(=O)CSc2nc3c([nH]c4ccccc43)c(=O)n2-c2cccc(Cl)c2)s1 | -1% | -4%
79 | COc1ccc(-c2cn3c(n2)sc2cc(C(=O)NCCCN4CCN(C)CC4)ccc23)cc1 | -20% | 9%
80 | Cc1cccc(-n2c(=O)c3c(c4cc(C)ccc4n3C)n(CC(=O)Nc3ccccc3Cl)c2=O)c1 | -9% | 20%
81 | CCc1cccc(NC(=O)Cn2cc(C(=O)c3ccncc3)c(=O)c3cc(C)c(C)cc32)c1 | 0% | ?
82 | CCOc1ccc(N(CC)S(=O)(=O)N2CCCC(C(=O)Nc3ccc(OC)c(OC)c3)C2)cc1 (stereo not drawn) | -9% | 41%
83 | CCOC(=O)C1CCN(C(=O)Cn2c(=O)cc(C)c3c(C)nn(C)c32)CC1 | -12% | -2%
84 | CCOc1ccc(CCNC(=O)c2c(C)oc3ncn(C)c(=O)c23)cc1 | -5% | 8%
85 | CCN(Cc1nc(-c2ccc(OC)c(OC)c2)no1)S(=O)(=O)c1ccc(OC)cc1 | -1% | ?
86 | CCOC(=O)c1ccc(NC(=O)CN(c2ccc(C)cc2)S(=O)(=O)c2c(C)noc2C)cc1 | 7% | ?
87 | CCc1ccc(S(=O)(=O)Nc2cc(-c3cn4ccccc4n3)ccc2C)cc1 | -23% | 7%
88 | COc1ccccc1NC(=O)N1CCN(c2nnc(C)c3c(C)n(-c4ccc(Cl)cc4)nc23)CC1 | -7% | -14%
89 | CC(=O)c1ccc(N2CCN(C(=O)CCS(=O)(=O)c3ccc4c(c3)oc(=O)n4C)CC2)cc1 | -8% | 10%
90 | O=C(Nc1ccc2oc(-c3cccnc3)nc2c1)c1ccc(-c2ccc(Cl)cc2)o1 | 3% | -12%

Carrying on:
# | compound | Abeta yeast res | FUS yeast rescue
91 | COc1cccc(CNC(=O)c2ccc3nc(-c4ccc(F)cc4)c(-c4ccc(F)cc4)nc3c2)c1 | -9% | 15%
92 | CCc1ccc(S(=O)(=O)c2nnn3c2nc(N2CCN(CC)CC2)c2sccc23)cc1 | 8% | -8%
93 | O=c1c2oc3ccccc3c2n(Cc2ccccc2F)c(=O)n1Cc1ccco1 | -9% | 2%
94 | Cn1c(Oc2cccc(Cl)c2)nc2c1c(=O)n(Cc1ccccc1Cl)c(=O)n2C | -8% | -16%
95 | CCc1ccc(Nc2nnc(-n3nc(C)cc3C)c3ccccc23)cc1 | 17% | -11%

Assay outcomes: PubChem, National Center for Advancing Translational Sciences (NCATS)
